bovine MsrA act: bovine MsrA enzyme activators, primary screen, biochemical, absorbance, HTS; activation, % at 10.6 µM; purified bovine MsrA, absorbance read-out; Methionine sulfoxide reductase A (Bos taurus); 360,000 compounds, 0.3% hits; AID 602163, 2012; in the data active = activation above about 7.5%;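 note: 0% = vehicle and 100% = reference activator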
SKN-1 block: suppressors of acrylamide-induced Pgst-4::GFP reporter in worms, primary screen, SKN-1 inhibitor project, whole organism, uHTS, GFP/RFP fluorescence ratio, strain VP596 | inhibition, % at 21.8 µM | C. elegans VP596 Pgst-4::GFP/RFP ratio, 24 h | 360,000 compounds, 0.49% hits;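 active = interference check ratio from 0.5 to 1.5 plus GFP to RFP signal ratio inhibition reaching or exceeding a fixed threshold, cut at about 30% in these data, passing the limit was not always enough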; note: some compounds called inactive have numbers as strong as hits
Neddylation inh: inhibitors of cullin neddylation, primary screen, biochemical, TR-FRET, uHTS, NAE and Ubc12 | NEDD8-conjugating enzyme Ubc12 (Homo sapiens) + NEDD8-activating enzyme E1 regulatory … | calls only at 25 µM | 360,000 compounds, 0.58% hits | AID 651699, 2012; in the data active = inhibition above about 36%
FAS TE block: FAS thioesterase domain inhibitors, primary screen, biochemical, fluorescence intensity, uHTS; inhibition, % at 15 µM; Fatty acid synthase (Homo sapiens), P49327; 360,000 compounds, 0.67% hits; recombinant FAS-TE, OMFH fluorogenic substrate, fluorescence endpoint;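 active = compounds whose normalised, plate-corrected inhibition of enzyme fluorescence in the single-dose primary screen is 50% or more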;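 note: 0% = DMSO with enzyme and 100% = substrate without enzyme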
NRP1-CendR mod: modulators of CendR peptide binding to NRP-1, primary screen, biochemical, fluorescence polarization, uHTS; 360,000 compounds, 0.85% hits; Neuropilin-1 (Homo sapiens), O14786; AID 602438, 2012; FAM-RPARPAR peptide binding to NRP-1; inhibition, % at 25 µM;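 active = inhibition or corrected inhibition above about 18%, plus a signal ratio from 0.5 to 1.5, limit read from the data, passing the limit was not always enough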; note: strong numbers were not always called active
Target sequence (O14786 whole entry, looked up): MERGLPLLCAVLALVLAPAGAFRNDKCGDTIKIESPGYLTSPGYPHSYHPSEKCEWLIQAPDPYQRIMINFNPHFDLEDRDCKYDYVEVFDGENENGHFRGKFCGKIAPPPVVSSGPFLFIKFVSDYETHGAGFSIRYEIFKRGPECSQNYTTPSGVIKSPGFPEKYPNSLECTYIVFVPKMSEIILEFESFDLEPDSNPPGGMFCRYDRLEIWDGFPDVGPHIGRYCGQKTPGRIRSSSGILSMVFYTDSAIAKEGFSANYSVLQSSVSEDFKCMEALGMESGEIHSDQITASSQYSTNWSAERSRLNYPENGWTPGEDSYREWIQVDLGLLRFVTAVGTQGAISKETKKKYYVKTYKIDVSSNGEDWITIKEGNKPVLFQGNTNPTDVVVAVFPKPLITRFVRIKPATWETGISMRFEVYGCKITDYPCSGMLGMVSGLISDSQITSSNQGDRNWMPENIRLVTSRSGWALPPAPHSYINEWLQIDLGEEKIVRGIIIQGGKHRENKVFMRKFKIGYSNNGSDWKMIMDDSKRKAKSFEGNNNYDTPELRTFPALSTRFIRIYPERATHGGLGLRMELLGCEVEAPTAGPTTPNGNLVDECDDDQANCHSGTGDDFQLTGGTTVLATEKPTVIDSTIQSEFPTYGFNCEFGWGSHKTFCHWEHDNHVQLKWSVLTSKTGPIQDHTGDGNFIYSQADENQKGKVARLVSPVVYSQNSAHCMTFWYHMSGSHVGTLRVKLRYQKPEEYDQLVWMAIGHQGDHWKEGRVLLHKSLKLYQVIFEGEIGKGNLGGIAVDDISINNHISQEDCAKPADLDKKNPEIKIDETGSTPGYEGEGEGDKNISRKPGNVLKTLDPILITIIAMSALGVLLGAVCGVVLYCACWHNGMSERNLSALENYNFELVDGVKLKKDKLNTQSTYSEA
MT1-MMP act inh: blockers of MT1-MMP proenzyme processing, primary screen, HT1080 RFP-PRO-GFP cells, GFP/RFP fluorescence; Matrix metalloproteinase-14 (Homo sapiens), P50281; GFP/RFP ratio fluorescence, overnight; percent of plate control window, DMSO zero; GFP/RFP ratio change, % at 20 µM; 360,000 compounds, 0.061% hits;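 active = GFP/RFP ratio change of at least 30% with cell ATP level not reduced by more than half and red fluorescence within 50% of control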; note: strong numbers were not always called active
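Assay system: HT1080 RFP-PRO-GFP cells | Dosing: 20 µM single dose, 1% DMSO | Incubation: Cells overnight before dosing, compound overnight, 37 °C, 5% CO2 | Evaluation: GFP/RFP fluorescence ratio | Control set: DMSO-only wells and HT1080 RFP-L50D-GFP cell wells as references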
eLon inh: inhibitors of E. coli Lon protease, primary screen, biochemical, fluorescence polarization; P0A9M0; purified E. coli Lon protease; inhibition, % at 7.94 µM; 360,000 compounds, 0.42% hits; in the data active = inhibition above about 13%, passing the limit was not always enough;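 note: 0% = enzyme with probe and DMSO and 100% = no enzyme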
PABP1 MLLE inh: inhibitors of PABP1 MLLE–PAM2 peptide binding, primary screen, biochemical, fluorescence polarization, FITC-PAM2, GST-MLLE. inhibition, % at 20 µM. 360,000 compounds, 0.36% hits; in the data active = inhibition above about 35%, passing the limit was not always enough;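 note: plate controls were DMSO wells with GST-MLLE for no effect and wells lacking GST-MLLE protein for full effect; some results filed as inactive read as strong as hits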
Rin1 Abl inh: inhibitors of Rin1-Abl protein binding, primary screen, biochemical, TR-FRET; AID 588664, 2011; Tyrosine-protein kinase ABL1 (Homo sapiens) + Ras and Rab interactor 1 (Homo sapiens), …; inhibition, % at 7.35 µM; 360,000 compounds, 0.4% hits; in the data active = inhibition above about 5%, passing the limit was not always enough
* marks the source's active call; other numbers are inactive results; i = inactive; . = no result given.

SMILES	bovine MsrA act	SKN-1 block	Neddylation inh	FAS TE block	NRP1-CendR mod	MT1-MMP act inh	eLon inh	PABP1 MLLE inh	Rin1 Abl inh
O=[N+]([O-])c1ccccc1Nc1ccccc1[N+](=O)[O-]	2	18	i	19	-6	0	0	-9	2
CC1Cc2ccccc2N1C(=O)CSc1nnc(-c2ccccc2)c(-c2ccccc2)n1 (configuration not stated)	-14	4	i	26	-11	0	-10	-10	2
Cc1nc(N2CCCCC2)c2c(C)c(C(=O)Nc3cccc(C(F)(F)F)c3)sc2n1	-2	10	i	42	5	-1	-1	-5	-4
O=C(Nc1ccccc1F)c1ccc(Cn2cc(Br)cn2)cc1	-3	6	i	4	7	-2	-10	7	1
COc1cc(NC(=O)c2ccc(Cl)cc2)c(OC)cc1NC(=O)CN1CCOCC1	1	-20	i	0	16	-3	1	3	2
CCN(CC)c1ccc(/C=C/C(=O)c2ccc(Br)cc2)cc1	-1	18	i	-160	136	-108	-436	i	-2
CN(C(=S)NC1=CCS(=O)(=O)C1)C1CCCCC1	-2	-4	i	-8	-2	0	-1	-32	0
CC(C)N1CC(COc2ccccc2Cl)OC1=O (configuration not stated)	-3	-3	i	-3	7	4	-7	6	1
O=c1cc(-c2ccc(O)cc2)oc2ccc3ccccc3c12	-5	0	i	3	1	-1	-21	-6	1
CCCCN(C(=O)COC(=O)c1ccc(C)s1)c1c(N)n(CCC)c(=O)[nH]c1=O	3	7	i	0	-9	2	-2	0	1
Nc1ccc(C(=O)OCC(=O)Nc2ccc3c(c2)OCO3)cc1[N+](=O)[O-]	-3	-4	i	-4	-3	-1	-6	7	2
O=C(NCC(=O)N1CCN(c2ccccc2O)CC1)c1ccccc1	-3	9	i	-2	1	0	1	6	0
CCN(CC)C(NC(=O)Cc1ccccc1)C(Cl)(Cl)Cl (configuration not stated)	-5	-2	i	-4	2	-1	-7	8	1
CN(C)C(=O)c1ccc(NC(=O)c2cncc(Br)c2)cc1	-5	-2	i	-10	1	-5	3	5	0
Nc1ccc(N2CCN(C(=O)c3ccco3)CC2)cc1	1	11	i	-11	0	43*	5	-2	-7
O=C1CC(c2ccccc2)CC(O)=C1C=NCc1ccc(Cl)cc1 (configuration not stated)	-6	6	i	-10	4	3	0	-1	5
CC1CN(C(=O)C2CC2)C(C)CN1C(=O)C1CC1 (configuration not stated)	-1	-2	i	-10	4	9	-4	-6	-1
O=C(OCC1COC(c2ccccc2)(c2ccccc2)O1)c1ccccc1 (configuration not stated)	-3	-3	i	29	-2	-1	-3	26	5
CCCCNS(=O)(=O)c1ccc2nc(-c3cccnc3)cc(C(=O)NCCCOC)c2c1	-3	-2	i	-2	15	1	-3	12	-5
CC(C)CN(C)C(=O)CCc1nnc(Cc2ccc(-c3ccccc3)cc2)o1	-2	-7	i	-2	-4	-5	-10	-2	-3
Cc1ccc(O)c(-c2[nH]ncc2C(=O)c2ccc(Cl)cc2)c1	-5	-1	i	-97	-4	2	7	4	2
COc1ccccc1N1CCN(Cc2nc(-c3ccc(F)cc3)oc2C)CC1	-3	-7	i	5	-4	-1	-5	6	-1
CCN(CC)C(=O)C1CCCN(Cc2ccc3ccccc3c2)C1 (configuration not stated)	-3	1	i	-2	-14	2	-2	2	1
O=C(CCn1c(=O)[nH]c2ccsc2c1=O)N(CCc1ccccc1)Cc1ccccc1	-2	25	i	12	-22	-2	14	-5	1
CN(C(=O)c1ccc2nccnc2c1)C1CCCCC1	0	-6	i	-8	16	3	1	4	-3
CC(=O)c1c(C)[nH]c(C(=O)OCC(=O)NCc2ccc3c(c2)OCO3)c1C	-1	34	i	4	-15	-2	-9	0	2
CC1Cc2cc(/C(O)=C3\C(=O)C(=O)N(Cc4cccnc4)C3c3ccccc3F)ccc2O1 (configuration not stated)	-3	10	i	-6	-2	-4	-8	14	-6
Cc1ccccc1-c1cnc(C(O)c2cccc(C)c2C)[nH]1 (configuration not stated)	-3	0	i	-4	10	-3	2	8	1
Cc1[nH]c2ccc(-c3n[nH]c(=S)n3C)cc2c1C	2	9	i	-6	-8	6	-9	8	-1
CCNC(=S)NN=C1c2ccccc2-c2ccccc21	-3	26	i	25	0	2	4	30	-5
CC(Nc1nc(-c2ccc(F)cc2)cs1)c1nc2cc(C(F)(F)F)ccc2n1CCOCCO (configuration not stated)	0	-2	i	16	28*	0	10	-15	0
COc1ccc(CC(=O)NC(C)c2nnc(SCC(=O)Nc3nc(C)cs3)n2C)cc1 (configuration not stated)	-14	-33	i	-6	3	-3	1	8	2
CCCc1nnc(SCC(=O)Nc2ccc(NC(C)=O)cc2)n1-n1cccc1	-2	1	i	-7	2	0	2	-18	1
CCn1c(SCC(=O)N2CCCc3ccccc32)nnc1-c1c[nH]c2ccccc12	0	-9	i	-4	8	-4	12	-11	0
COc1ccc(Cl)cc1NC(=O)CNCc1cccs1	-3	-4	i	14	5	7	0	-7	5
O=C(CNC1CCCCC1)Nc1ccc(S(=O)(=O)N2CCCCC2)cc1	0	3	i	-1	12	-4	-5	5	3

Rewritten with two lines to a compound: five of the compounds above.
Under each structure – bovine MsrA act, SKN-1 block, Neddylation inh, FAS TE block, NRP1-CendR mod, MT1-MMP act inh, eLon inh, PABP1 MLLE inh, Rin1 Abl inh
- CC1CN(C(=O)C2CC2)C(C)CN1C(=O)C1CC1 (configuration not stated)
 : -1, -2, i, -10, 4, 9, -4, -6, -1
- CN(C(=S)NC1=CCS(=O)(=O)C1)C1CCCCC1
 : -2, -4, i, -8, -2, 0, -1, -32, 0
- CC(C)N1CC(COc2ccccc2Cl)OC1=O (configuration not stated)
 : -3, -3, i, -3, 7, 4, -7, 6, 1
- O=C(NCC(=O)N1CCN(c2ccccc2O)CC1)c1ccccc1
 : -3, 9, i, -2, 1, 0, 1, 6, 0
- Cc1ccccc1-c1cnc(C(O)c2cccc(C)c2C)[nH]1 (configuration not stated)
 : -3, 0, i, -4, 10, -3, 2, 8, 1

The list continues.
SMILES	bovine MsrA act	SKN-1 block	Neddylation inh	FAS TE block	NRP1-CendR mod	MT1-MMP act inh	eLon inh	PABP1 MLLE inh	Rin1 Abl inh
CNc1cncc(-c2ccc(O)cc2C)n1	-3	-8	i	-7	12	-3	-4	3	-2
CCOc1ccc2[nH]c3c(NCCCOC)ncnc3c2c1	-2	3	.	-4	2	12	-3	10	-2
c1ccc(-c2ccccc2OCCCCn2ccnc2)cc1	-1	1	i	-6	3	-2	-7	-2	0
CCOc1cccc(OCCCNCCCOC)c1	0	-1	i	-3	1	1	0	-6	-3
C[C@@H]1COC(=O)CCC/C=C\C[C@@H](CC(=O)N(CCO)Cc2ccccc2)C(=O)N1	-2	12	i	-12	-8	4	-5	10	0
CCn1c(=O)c(C(=O)Nc2ccccc2S(N)(=O)=O)c(O)c2ccccc21	-7	12	i	1	-4	0	-5	2	-3
O=C(CSc1nc(-c2ccccc2Cl)ns1)c1ccc(Cl)cc1	-8	4	i	24	5	4	9	-98	-1
Cc1ccc(S(=O)C(c2ccccc2)c2ccccc2)cc1 (configuration not stated)	-1	0	i	8	20*	-7	-3	24	4
CC(=O)Nc1ccc(NC(=O)C(C)OC(=O)C(C)SCC(=O)Nc2ccc(F)cc2)cc1 (configuration not stated)	-3	-2	i	-4	0	2	-6	4	4
O=C(Nc1ccc(S(=O)(=O)N2CCCCC2)cc1)C1CC(=O)N(c2ccccc2)C1 (configuration not stated)	-3	2	i	-2	4	-1	-1	9	4
O=C(CSc1nnc(CNC(=O)c2ccco2)o1)Nc1ccccc1	-3	4	i	-4	4	-3	4	0	6
COc1ccc(-c2cc(C(=O)Nc3cc(S(N)(=O)=O)ccc3C)c3ccccc3n2)cc1OC	-4	2	i	-2	-6	-1	1	2	-6

By substructure, the entries above containing a nitro group on carbon (two)
SMILES	bovine MsrA act	SKN-1 block	Neddylation inh	FAS TE block	NRP1-CendR mod	MT1-MMP act inh	eLon inh	PABP1 MLLE inh	Rin1 Abl inh
O=[N+]([O-])c1ccccc1Nc1ccccc1[N+](=O)[O-]	2	18	i	19	-6	0	0	-9	2
Nc1ccc(C(=O)OCC(=O)Nc2ccc3c(c2)OCO3)cc1[N+](=O)[O-]	-3	-4	i	-4	-3	-1	-6	7	2

(list continues)
SMILES	bovine MsrA act	SKN-1 block	Neddylation inh	FAS TE block	NRP1-CendR mod	MT1-MMP act inh	eLon inh	PABP1 MLLE inh	Rin1 Abl inh
CC(C)OCC(O)Cn1c(N2CCCC2)nc2c1c(=O)[nH]c(=O)n2C (configuration not stated)	3	3	i	-3	3	1	-16	0	4
O=C(CSc1nnc(CNC(=O)c2c(F)cccc2Cl)o1)NC1CCCC1	0	1	i	-7	4	-3	3	-8	-1
CCOC(=O)C1CCN(C(=O)COC(=O)CSc2ccc([N+](=O)[O-])cc2)CC1	-3	17	i	7	-2	-2	-3	42*	4
CCOc1ccc(CN2CCN(Cc3cccc4c3OCO4)CC2CCO)cc1 (configuration not stated)	2	12	i	-8	-6	3	-3	-1	0
COC(=O)c1cc(Cl)ccc1NCC(N)c1ccccc1 (configuration not stated)	-4	-2	.	0	4	5	-1	7	3
CC(=O)c1cccc(NC(=O)COC(=O)c2ccc3c(c2)OCO3)c1	-7	6	i	-8	-8	1	-8	-2	0
COc1ccc(CC(NC(C)=O)C(=O)NC2CCN(c3nc(C)cc(C)c3C#N)CC2)cc1OC (configuration not stated)	-2	-5	i	-8	7	0	-1	-9	2
O=c1c2ccccc2c(C=Nc2ccc(Cl)cn2)c(O)n1-c1cc(Cl)ccc1N1CCOCC1	1	-5	i	20	2	6	2	5	-1
CCN(CC)C(=O)Cn1cnc2sc(C(=O)N3CCN(c4ccc(OC)cc4)CC3)c(C)c2c1=O	-3	-6	i	-4	-16	4	-10	-12	5
O=C(c1ccccc1)c1cccc(NC(=O)C2CC2)c1	-3	5	i	-2	-7	-3	-4	-1	-1

Assay outcomes deposited in PubChem BioAssay by several laboratories.
